FLuc inh: qHTS Assay for Inhibitors of Firefly Luciferase. 72,000 tested, 2.2% active. purified firefly luciferase, luminescence, 8 min. Potency, µM (titrated, usually from 57.1 µM), inactives show at the highest dose activity change, negative = inhibition, usual class: inhibitors. AID 411, 2009; note: potency is the fitted concentration of half-maximal effect; % is set by controls: 0 for no effect and ±100 for the full control effect; nearly all actives have a fitted effect of over 40% in size
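qHTS concentration-response profiling: light output of P. pyralis luciferase with luciferin and 10 uM ATP, imidazole buffer pH 7.2. Read by luminescence after 8-min room-temperature incubation.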
Rhodamine fluor: qHTS Assay for Spectroscopic Profiling in Rhodamine Spectral Region | Rhodamine-region fluorescence, 547/598 nm, Tris buffer; hits give high values | 59,000 tested, 0.05% active | max dye-equivalent concentration, M; in the data active = max dye-equivalent concentration above about 11 nM; inconclusive = between about 1.1 nM and that limit
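Read-out is relative fluorescence at 547 nm excitation and 598 nm emission, expressed as dye-equivalent concentration using rhodamine standards on every plate. Each compound was profiled across a concentration series after 15 min in 100 mM Tris, pH 8.0.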
ERK AVP inh: qHTS Assay for Inhibitors of the ERK Signaling Pathway using a Homogeneous Screening Assay; HEK293-V1b, vasopressin-stimulated pERK AlphaScreen; Potency, µM (doses to about 57.5 µM), for inactives: top-dose activity, negative = inhibition, most hits filed as inhibitors; 72,000 tested, 0.99% active; AID 995, 2007; note: potency is the fitted concentration of half-maximal effect; % is set by controls: 0 for no effect and ±100 for the full control effect; nearly all actives have a fitted effect of over 55% in size
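HEK293 cells stably expressing V1b receptor, seeded overnight in 1% FBS, were treated with compounds for 30 min at 37C, then stimulated 5 min with 25 nM vasopressin; phospho-ERK read by AlphaScreen SureFire after lysis.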
CRE Fsk mod: Cell signaling CRE-BLA (Fsk stim). CHO CRE-bla reporter (cAMP response element driving beta-lactamase), forskolin EC10, beta-lactamase ratio. Potency, µM (titrated, usually from 38.2 µM), without a hit: at the highest dose activity change, negative = inhibition, hits mostly activators. 71,000 tested, 2.5% active. AID 662, 2007; active = well fitted activation curve with a large enough effect in the signal ratio, with a control signal flat, not every such curve was filed as active; inconclusive = small, poorly fitted or top-dose-only effect, or effect the other way, or a change in a side signal; the % refers to the signal ratio; note: potency is the fitted concentration of half-maximal effect; % of control where 0% means no effect
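Using CellSensor CRE-bla CHO cells in Opti-MEM with 0.5% dialyzed FBS, compounds were titrated with EC10 NKH 477 for 3 h at 37 °C. CCF4 ratio (460/530 nm) gave %Activity; AC50 derived.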
HBB splicing: qHTS Assay for Modulators of Hemoglobin Beta Chain Splicing; HBB splicing reporter cell assay, activation; EGFP reporter with mutant IVS2-654 intron; response scale: normalised to 500 nM splice-correcting PNA; Potency, µM (doses to about 46.1 µM), for inactives: top-dose activation, most hits filed as activators; 65,000 tested, 0.06% active; AID 925, 2007; note: potency is the fitted concentration of half-maximal effect; 0% is about no effect
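Compounds were applied for 2 days to HeLa EGFP-654 cells, 500/well in Optimem with 2% FCS. The reporter's EGFP is disrupted by mis-splicing of beta-globin intron IVS2-654. Readout: summed well GFP fluorescence from 488 nm laser scanning; reference was 500 nM antisense […] 654 PNA.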
Texas Red fluor: qHTS Assay for Spectroscopic Profiling in Texas Red Spectral Region. Compound fluorescence, Texas Red channel, 547/618 nm; hits give high values. max dye-equivalent concentration, M. 59,000 tested, 0.06% active. AID 587, 2007; in the data active = max dye-equivalent concentration above about 10 nM; inconclusive = between about 1.1 nM and that limit
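qHTS profiling of intrinsic compound fluorescence; 100 mM Tris pH 8.0; 15 min RT; ex 547 / em 618 nm; response expressed as Texas Red dye-equivalent concentration from six-point plate standard.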
Hsp90 Hop PPI: qHTS Assay for Disrupters of an Hsp90 Co-Chaperone Interaction | Hsp90 C-terminal peptide / TPR2A (Hop) interaction, human | AlphaScreen TPR2A-His6 binding biotin-Hsp90 C-terminal peptide | Potency, µM (doses to about 57 µM), for inactives: top-dose activity change, negative = inhibition | 71,000 tested, 0.44% active; active = well fitted curve in either direction with a large enough effect; inconclusive = small, poorly fitted or top-dose-only effect, or another doubt; note: potency is the fitted concentration of half-maximal effect; % is set by controls: 0 for no effect and ±100 for the full control effect; many of its hits are not listed in these tables
Tau fil binding: qHTS Assay for Tau Filament Binding. Potency, µM (doses to about 57.1 µM), without a hit: at the highest dose activity change, negative = inhibition. recombinant tau filaments, thioflavin S fluorescence, 15 h; filaments grown with octadecylsulfate alongside compound. Microtubule-associated protein tau (Homo sapiens), P10636. AID 596, 2007. 71,000 tested, 2% active;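 note: potency is the fitted concentration of half-maximal effect; % is set by controls: 0 for no effect and ±100 for the full control effect; actives lower thioflavin S fluorescence by blocking filaments or displacing dye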
Target sequence (P10636 whole entry, looked up): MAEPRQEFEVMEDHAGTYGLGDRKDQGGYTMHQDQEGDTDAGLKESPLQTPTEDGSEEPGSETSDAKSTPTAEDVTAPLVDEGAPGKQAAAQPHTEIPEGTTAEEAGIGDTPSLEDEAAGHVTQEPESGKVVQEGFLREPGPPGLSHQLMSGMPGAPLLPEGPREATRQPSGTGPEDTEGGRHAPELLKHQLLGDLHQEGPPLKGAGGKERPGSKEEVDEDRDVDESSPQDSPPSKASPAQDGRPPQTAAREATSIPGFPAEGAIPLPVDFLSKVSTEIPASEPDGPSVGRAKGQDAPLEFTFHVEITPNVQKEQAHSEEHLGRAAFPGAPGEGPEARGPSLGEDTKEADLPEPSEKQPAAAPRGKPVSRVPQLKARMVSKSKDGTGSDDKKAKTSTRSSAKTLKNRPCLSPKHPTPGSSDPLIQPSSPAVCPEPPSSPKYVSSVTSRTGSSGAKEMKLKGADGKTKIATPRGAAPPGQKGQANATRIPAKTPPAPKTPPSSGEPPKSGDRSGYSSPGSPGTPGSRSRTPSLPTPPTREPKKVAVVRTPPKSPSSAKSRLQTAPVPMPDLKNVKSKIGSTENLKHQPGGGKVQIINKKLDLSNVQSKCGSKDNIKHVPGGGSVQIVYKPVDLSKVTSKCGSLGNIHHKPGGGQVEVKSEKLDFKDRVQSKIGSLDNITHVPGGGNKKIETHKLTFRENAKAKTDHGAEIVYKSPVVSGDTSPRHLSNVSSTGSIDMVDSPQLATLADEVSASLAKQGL
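Assay mix: 1 uM His-tagged tau, 30 uM sodium octadecylsulfate, thioflavine S dye in HEPES/NaCl/DTT buffer. Compound is added prior to the inducer. Fluorescence after 15 h at 37 C.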
ALOX15 inhib: qHTS Assay for Inhibitors of 15-hLO (15-human lipoxygenase) | Polyunsaturated fatty acid lipoxygenase ALOX15 (Homo sapiens), P16050 | purified 15hLO-1, xylenol orange hydroperoxide absorbance | Potency, µM (highest dose often 57.1 µM), without a hit: at the top dose activity change, negative = inhibition, most hits filed as inhibitors | 74,000 tested, 1.4% active; note: potency is the fitted concentration of half-maximal effect; % is set by controls: 0 for no effect and ±100 for the full control effect; nearly all actives have a fitted effect of over 55% in size
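Hydroperoxide formed from arachidonic acid (50 uM) by purified human 15hLO-1 (40 nM) oxidizes ferrous iron, and the ferric-xylenol orange complex is read at 573 versus 405 nm. Compounds were preincubated 15 min; reaction ran 6 min at room temperature.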
Pol III holo inh: qHTS Assay for Inhibitors of DNA Polymerase III Holoenzyme System | reconstituted DNA polymerase III holoenzyme replication, biochemical | Potency, µM (highest dose often 57.1 µM), without a hit: top-dose activity change, negative = inhibition | 71,000 tested, 0.25% active | AID 603, 2007; note: potency is the fitted concentration of half-maximal effect; % is set by controls: 0 for no effect and ±100 for the full control effect
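Reconstituted *E. coli* holoenzyme (0.35 nM Pol III, 1 nM beta, 154 nM SSB, 2 nM primase) was preincubated with compound for 15 min at RT. Synthesis on 1.4 nM ssM13Gori ran 35 min, then was stopped with PicoGreen/EDTA and read as dsDNA fluorescence.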
HADH2 inh: qHTS Assay for Inhibitors of HADH2 (Hydroxyacyl-Coenzyme A Dehydrogenase, Type II). 3-hydroxyacyl-CoA dehydrogenase type-2 (Homo sapiens), Q99714. recombinant HADH2, NADH fluorescence, beta-hydroxybutyryl-CoA. Potency, µM (doses to about 57.1 µM), for the others: at the top dose activity change, negative = inhibition, actives largely listed as inhibitors. 73,000 tested, 3.4% active; note: potency is the fitted concentration of half-maximal effect; % is set by controls: 0 for no effect and ±100 for the full control effect; nearly all actives have a fitted effect of over 60% in size; many of its hits are not listed in these tables
Target sequence (Q99714 whole entry, looked up, one chain of several): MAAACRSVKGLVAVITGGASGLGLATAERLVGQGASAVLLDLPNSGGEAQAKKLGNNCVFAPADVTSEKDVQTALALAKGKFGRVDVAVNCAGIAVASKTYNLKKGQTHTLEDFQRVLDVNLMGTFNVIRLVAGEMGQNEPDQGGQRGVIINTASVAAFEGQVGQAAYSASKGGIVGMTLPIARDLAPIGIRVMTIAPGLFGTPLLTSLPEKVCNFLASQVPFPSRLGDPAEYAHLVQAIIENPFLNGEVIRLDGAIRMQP
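Buffer 100 mM Tris-HCl pH 9.0/0.01% Tween-20; HADH2 20 nM; NAD+ 1 mM; beta-hydroxybutyryl-CoA 90 uM (all final). 15 min cpd preincubation, RT.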
Starred values were filed as active, the others as inactive; i = inactive; ? = inconclusive; . = no result given; [ ] = another dose, or the depositor's remark. Unless noted, calls come from the whole dose curve; as a rule, active = well fitted curve in the direction sought with a large enough effect; inconclusive = small, poorly fitted or top-dose-only effect, or another doubt; inactive = no such curve, though single readings can be large; an effect the other way counts as inactive or inconclusive.

item	SMILES	FLuc inh	Rhodamine fluor	ERK AVP inh	CRE Fsk mod	HBB splicing	Texas Red fluor	Hsp90 Hop PPI	Tau fil binding	ALOX15 inhib	Pol III holo inh	HADH2 inh
1	CS(=O)(=O)Nc1cccc(-c2nccc(NCc3cccs3)n2)c1	-0.9%[2.29 µM]	i	-24.2%	5.9%	1.8%	i	-4.3%	-22.1%	?	-3.8%	5.2%
2	c1cn2cc(CN3CCOCC3)nc2s1	2.4%	i	12.4%	-10.2%	-0.6%	?	-3.9%	2.2%	0.9%	-1.5%	1.1%
3	COc1ccc(CCNc2oc(Cc3ccccc3)nc2C#N)cc1OC	-2.0%	i	?	10µM*	-0.2%[1.84 µM]	i	-11.7%	6.4%	4.6%	-2.1%	8.6%
4	CC(C)CC1(C(=O)NCCN2CCOCC2)C=CCN1C(=O)c1ccccc1 (stereo not given)	.	.	11.6%	-1.5%	0.4%	.	0.0%	-0.6%	2.2%	-4.2%	2.8%
5	CN(C)CCCNCCCNC(=O)c1ccccn1	1.2%	i	1.5%	3.4%	.	i	-5.0%	-23.3%	37.8%[activator]	-2.7%	10.8%
6	O=C1c2cccc3cccc(c23)C(=O)N1c1nccs1	2.8%	.	-6.2%	13.2%	-0.5%	.	0.4%	1.3%	3.3%	1.5%	-3.3%
7	O=C(CCCCCn1c(=O)[nH]c2ccccc2c1=O)NCCCN1CCN(c2ccccc2F)CC1	-2.2%	i	?	-4.9%	2.5%[0.369 µM]	i	-5.3%	-5.2%	-26.0%	-5.7%	8.0%
8	CCOc1ccc(N2C(=O)c3cccnc3C2Nc2ccc(OC)cc2)cc1 (stereo not given)	-1.0%	i	-28.9%	-3.6%	2.4%	i	-12.3%	-19.8%	-3.4%	-18.1%	-28.8%
9	COc1ccc(-n2c(=O)c3ccccc3n(CC(=O)NC3CCCC3)c2=O)c(OC)c1	4.2%	i	18.1%	1.5%	-2.7%	i	0.2%	-3.3%	-1.2%	-0.4%	8.4%
10	O=C(CSc1nnc(-c2ccccn2)n1Cc1ccco1)c1ccc(-c2ccccc2)cc1	3.4%	i	4.0%	?	2.7%	i	-21.5%	321.1%	-11.9%	1.0%	?
11	C/C(=C\C(=O)c1ccc(C)o1)Nc1ccc2c(c1)OCO2	-15.4%	i	?	?	1.4%	i	-15.3%	12.6µM*	-14.1%	-3.4%	-6.8%
12	Cc1cc(N2CCCC2=O)cc(C)c1CN1C(=O)c2ccccc2C1=O	2.3%	i	-13.2%	?	0.8%	?	-4.1%	2.7%	0.1%	-2.8%	10.8%
13	O=C(NCc1ccco1)c1cc(S(=O)(=O)N2CCOCC2)ccc1Cl	0.8%	.	-0.5%	?	0.5%[0.0738 µM]	.	-7.5%[11 µM]	-2.4%[11.4 µM]	-23.6%[11.4 µM]	-3.2%[11.4 µM]	-3.1%[11.4 µM]
14	CCN(CC)CCn1c(=N)n(CCO)c2ccccc21	-1.1%	.	-1.2%	3.7%	1.5%	.	-2.8%	7.2%	-1.8%	-7.9%	-3.4%
15	O=C(CCCOc1ccccc1)N1CCN(c2ccccn2)CC1	?	i	25.1µM*	-3.1%	4.6%	i	2.7%	-11.1%	-4.4%	-3.2%	-25.8%
16	CS(=O)(=O)Nc1ccc(C(=O)NCc2ccco2)cc1	-0.7%	i	13.7%	?	4.3%	i	?	-4.3%	8.8%	3.7%	-24.0%
17	Cc1nc(CC(=O)Nc2nc(-c3ccccc3)cs2)cs1	-11.1%	i	13.2%	3.4%	-0.3%[57.5 µM]	i	0.4%	-2.2%	-39.3%	-5.9%	-9.3%
18	O=C(CCSCCc1ccccn1)Nc1nccs1	-1.1%	.	-24.0%	-2.4%	-0.3%	.	-5.9%	-10.5%	6.8%	-0.3%	-9.9%
19	CN1CCN(C(=O)c2cnn(-c3ccccc3)c2NC(=O)c2cccs2)CC1	1.1%	i	-5.1%	-20.7%	2.3%	i	-1.2%	-16.3%	-1.8%	0.0%	-2.9%
20	Cc1cccc(NC2=NC3(CCCCC3)N=C(N)N2)c1C	-2.4%	.	11.8%	-7.7%	-0.9%[9.22 µM]	.	-0.6%	6.1%	-13.8%	-5.4%	-13.8%
21	O=C1CC(N2CCC(c3nc4ccccc4o3)CC2)C(=O)N1c1ccc(Cl)cc1 (stereo not given)	1.8%	i	-15.8%	-6.2%	0.2%	i	-2.6%	-14.7%	-9.8%	-7.0%	0.2%
22	O=C(C1CCCCC1)N(CCN1CCCC1)c1nc2ccccc2s1	-0.3%	i	-7.1%	-0.7%	.	i	0.0%	-0.5%	3.3%	1.9%	13.1%
23	CCOC(=O)/C=c1\s/c(=C\c2ccc3c(c2)OCCO3)c(=O)n1CC(=O)NCC1CCCO1 (stereo not given)	-1.8%	i	-7.9%	12.3%	-0.6%	?	-10.7%	-16.1%	-27.8%	-4.6%	8.3%
24	CCOC(=O)N1CCN(Cc2nc3c(c(=O)n(C)c(=O)n3C)n2Cc2ccc(F)cc2)CC1	1.2%	.	.	?	0.8%	.	-0.9%	205.7%	-10.9%	-2.2%	-17.5%
25	Cc1cccc(OCc2nnc(SCC(=O)c3cccs3)n2C)c1C	-1.9%	i	-10.0%	-0.6%	.	i	-2.6%	-8.7%	-2.2%	-3.7%	-3.4%
26	O=C(c1cnn2c(C(F)(F)F)cc(-c3ccco3)nc12)N1CCCCCC1	-0.3%	.	8.8%	?	-0.1%	.	3.3%	?	8.2%	-4.4%	?
27	Cc1nc2ccc(C(C(F)(F)F)(C(F)(F)F)C(F)(F)F)cc2[nH]1	1.0%	i	3.7%	13.0%	-0.1%	i	-2.6%	9.4%	-8.0%	-1.1%	i
28	O=C1CSC(=NC(=O)c2ccccc2)N1	1.8%	.	6.6%	-2.8%	-0.4%[9.22 µM]	.	1.4%	-9.9%	0.3%	-2.7%	-18.3%
29	CC(=O)c1cccc(N(CC(=O)O)S(C)(=O)=O)c1	-0.2%	i	-6.0%	-3.0%	-1.2%	i	-6.6%	-7.1%	-7.5%	6.6%	7.1%
30	O=C(CN(C(=O)Cn1nnc(-c2cccs2)n1)c1cnc2ccccc2c1)NCC1CCCO1 (stereo not given)	0.9%	i	-1.2%	7.6%	.	?	-0.5%	-6.1%	-3.5%	-3.8%	-0.1%
31	CCCCCCn1cnc2c(c1=O)c1nc3ccccc3nc1n2/N=C/c1ccco1	1.5%	i	-6.7%	?	1.8%[0.369 µM]	i	-0.2%	?	-1.7%	0.3%	0.3%
32	Cc1cc(Nc2cc(C)on2)n2ncnc2n1	-3.4%	.	-10.6%	22.6%	0.2%	.	-2.8%	-6.2%	6.7%	-2.4%	-10.4%
33	COc1ccc(OC)c(N=c2oc3cc(O)ccc3cc2C(N)=O)c1	12.6µM*	i	?	10µM*	1.2%	i	-12.3%	8.3%	-23.6%	-6.8%	-7.5%
34	Cc1ccc(N(C(C)C(=O)O)S(=O)(=O)c2cccnc2)cc1 (stereo not given)	2.9%	.	.	0.9%	-0.2%	.	0.2%	-4.1%	-4.2%	1.7%	-11.5%
35	Cc1cnc(CNc2nc(-c3ccccc3C)nc3ccccc23)cn1	0.4%[2.29 µM]	i	0.8%	?	-0.1%	i	-0.6%	0.3%	-21.0%	0.0%	?
36	CC(CCc1ccccc1)C(=O)NO (stereo not given)	-10.3%	.	-1.5%	?	-0.5%[0.0738 µM]	.	-3.3%[11 µM]	0.4%[11.4 µM]	-8.8%[11.4 µM]	-3.8%[11.4 µM]	-1.8%[11.4 µM]

Bioassay records as filed in PubChem.

An excerpt; rates above refer to the full screens.
